Compound activity: PubChem BioAssay, National Center for Advancing Translational Sciences (NCATS)
Coupling enz – counter-screen for Giardia aldolase inhibitors: coupling enzyme system; coupling enzyme system counterscreen, AmpLite Red fluorescence; activity change, negative = inhibition, % at 58.2 µM, hits read low; hit rate 0.67% among 290,000; in the data active means activity change below about -30%; further: on the % scale 0 is the no-effect control and ±100 the full control effect
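Fluorescence at 525 nm excitation and 598 nm emission measured inhibition of the coupled detection system without aldolase. Compounds (at 57.5 uM final) were preincubated 10 min at room temperature with coupling enzyme reagent before a 20 min substrate/AmpLite Red step.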
TSHR antagonist – human thyrotropin receptor antagonism; P16473; TSHR-expressing cells, TSH-stimulated cAMP HTRF, 2 h; stronger effect = lower value; activity change, negative = inhibition, % at 11.5 µM; hit rate 0.2% among 330,000;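 active means activity change below a set negative limit, meaning inhibition stronger than a set level, cut at about -70% in these data; inconclusive means activity change between two set negative limits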; further: on the % scale 0 is the no-effect control and ±100 the full control effect
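Inhibition of cAMP made by TSHR-expressing cells under TSH stimulation (4nM final, EC80; 2 h, 37 deg C) is quantified with a one-step lysis HTRF kit, anti-cAMP cryptate versus cAMP-d2.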
TCR activator – T cell receptor activation. primary human leukocytes, anti-CD3, IL-2 HTRF, 48 h. Potency, µM (doses to about 9.22 µM), for inactives: at the highest dose activation of IL-2 secretion, most hits filed as activators. 330,000 tested, under 10 active; further: % of control where 0% means no effect
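Primary human leukocytes receive a-CD3 beads and test compound and are incubated 48 hr. Secreted IL-2 is then assayed by HTRF, measuring 665nm acceptor emission after 320nm excitation of the europium donor.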
Tb PFK block – inhibitors of T. brucei phosphofructokinase; hit rate 0.17% among 330,000; Potency, µM (titrated, usually from 57.5 µM), without a hit: at the highest dose activity, negative = inhibition, usual class: inhibitors; O15648; T. brucei PFK, ADP-Glo luminescence;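 further: potency means the concentration at half of the fitted maximal effect; 0% = uninhibited 1x PFK enzyme wells and -100% = no-enzyme wells; nearly all actives have a fitted effect of over 60% in size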
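Luminescent ADP detection (ADP-Glo, two-step: ATP depletion then ADP-to-ATP conversion for luciferase) reported PFK activity after 45 min room-temperature reaction of 1.25 nM enzyme with 0.5 mM F6P and 0.1 mM ATP at pH 8.0.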
AT treatment – candidate therapy for ataxia-telangiectasia; […] A-T fibroblasts, KAP-1 phosphorylation AlphaLISA; neocarzinostatin DNA damage 30 min before lysis; Potency, µM (highest dose often 57.5 µM), for the others: at the highest dose activation, most hits filed as activators; AID 485349; hit rate 0.19% among 320,000; further: potency means the concentration at half of the fitted maximal effect; % of control where 0% means no effect; nearly all actives have a fitted effect of over 45% in size
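ATM-like activity read as KAP-1 phosphorylation via AlphaLISA donor/acceptor antibody pairs after lysis and 6 hr at 25C. Cells were ATM-null patient fibroblasts ([…], hTERT), dosed 60 min, then exposed to the DSB inducer NCS for 30 min.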
MLL CXXC-DNA inh – inhibitors of human MLL CXXC domain-DNA interaction | MLL-CXXC / FITC-HOXA9 DNA fluorescence polarization | AID 2662 | Q03164 | Potency, µM (titrated, usually from 115 µM), inactives show at the highest dose activity change, negative = inhibition, actives largely listed as inhibitors | hit rate 0.037% among 290,000; active means well fitted inhibition curve with a large enough effect in the polarisation, with a control signal flat, not every such curve was filed as active; inconclusive means small, poorly fitted or top-dose-only effect, or effect the other way, or a change in a side signal; inactive means no such curve, though single readings can be large or run the other way; the % refers to the polarisation; further: potency means the concentration at half of the fitted maximal effect
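Steps: dispense CXXC domain solution (7 uM) → pin compounds or unlabeled HOX-A9 DNA control → 5 min ambient → add FLSN-HOX-A9 solution (50 nM) → spin → 30 min ambient → fluorescence polarization. Tris pH 7.5/NaCl/DTT/BSA buffer.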
Chronic BCR inh – chronic active BCR signaling inhibition. ABC-DLBCL IkBa-CBG/CBR reporter, luminescence ratio, 4 h. Potency, µM (titrated, usually from 46.1 µM), without a hit: top-dose ratio change, negative = lower green/red ratio, usual class: inhibitors. hit rate 0.05% among 340,000. AID 493014; active means well fitted inhibition curve with a large enough effect in the signal ratio, with a control signal flat, not every such curve was filed as active; inconclusive means small, poorly fitted or top-dose-only effect, or effect the other way, or a change in a side signal; the % refers to the signal ratio;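 further: potency means the concentration at half of the fitted maximal effect; plate controls were basal doxycycline-induced cells for no effect and cells given 10 µM MG132 for full effect; MG132 reads +100%, hits lower the ratio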
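Doxycycline induced both beetle luciferases in TMD8 lymphoma cells; IKK-driven degradation limits the IkappaBalpha-fused green signal, while red luminescence normalises for cell number and nonspecific effects. Compounds tested up to 46 uM, 4 hrs.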
Giardia killer – Giardia lamblia killing | Giardia lamblia trophozoite viability | activity change, % at 7.66 µM, hits read low | hit rate 0.15% among 340,000 | AID 540267; in the data active means activity change below about -80%; inconclusive means between about -30% and that limit;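 further: parasites exposed to compound for two days anaerobically before the ATP read; on the % scale 0 is the no-effect control and ±100 the full control effect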
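Compounds were tested on trophozoites seeded at 100 cells/well and held 48 hrs at 37 deg C anaerobically. An ATP-based luminescent kit measured the remaining live cells.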
hERG WT inh – KCNH2 (human, wildtype) channel inhibition; AID 720551; hit rate 0.37% among 340,000; Q12809; activity change, % at 1.84 µM; U2OS, BacMam KCNH2, thallium flux FluxOr; stronger effect = lower value;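 active means maximum activity change below -70%; inconclusive means maximum activity change between -70% and -50%; inactive means maximum activity change above -50%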; further: on the % scale 0 is the no-effect control and ±100 the full control effect
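U2OS cells transduced with wild-type KCNH2 virus are loaded with FluxOr dye for 45 min, and thallium flux is measured in kinetic reads before and after stimulation buffer. Rate constants are normalized to DMSO controls.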
GALK inh – inhibitors of human galactokinase; hit rate 0.007% among 270,000; Purified GALK, Kinase-Glo residual ATP luminescence; P51570; Potency, µM (highest dose often 57.5 µM), for inactives: at the highest dose activity change, negative = inhibition, usual class: inhibitors; further: potency means the concentration at half of the fitted maximal effect; on the % scale 0 is the no-effect control and ±100 the full control effect
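Luminescence from leftover ATP (Ultra-Glo luciferase/luciferin) served as read-out after a 1 h room-temperature reaction of 5 nM GALK with 35 uM ATP and 100 uM galactose.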
An asterisk follows results filed as active; i = inactive; ? = inconclusive; . = not tested or not shown; [ ] = another dose, or the depositor's remark. Unless noted, the call rests on the fitted dose curve; in most records, active means well fitted curve in the direction sought with a large enough effect; inconclusive means small, poorly fitted or top-dose-only effect, or another doubt; inactive means no such curve, though single readings can be large; an effect the other way counts as inactive or inconclusive.

Compound,Coupling enz,TSHR antagonist,TCR activator,Tb PFK block,AT treatment,MLL CXXC-DNA inh,Chronic BCR inh,Giardia killer,hERG WT inh,GALK inh
CC(=O)N(Cc1cc(=O)[nH]c2ccccc12)c1ccccc1C,1,-5,5%,0%,17%,?,?,-1,-1,.
O=C(CCn1c(=S)[nH]c2ccccc2c1=O)N1CCCCC1,.,24,-1%,-18%,35%,2%,?,1,-2,-1%
Cc1ccc(C2=NS(=O)(=O)N(C)C(C(=O)Nc3cc(C)n(CC(=O)N4CCCCC4)n3)=C2)cc1,.,-16,4%,0%,0%,1%,-1%,16,4,4%
CC(=O)CSc1nnc(CN2C(=O)CSc3ccc(C(F)(F)F)cc32)n1C,2,4,-7%,7%,0%,3%,-19%,-4,15,.
O=C(Oc1coc(CSc2nnc(NC(=O)C3CC3)s2)cc1=O)c1ccccc1,6,1,-5%[46.1 µM],-7%,4%,?,?,8,0,0%
COc1cc(/C=C/C(=O)O)cc(S(=O)(=O)Nc2ccc3c(c2)CCC3)c1OC,3,-6,1%,3%,6%,4%,-12%,2,-7,5%
CC(C)NC(=O)CC(=O)N/N=C/c1ccc(F)cc1,5,13,.,2%,-4%,0%,1%,-2,4,-7%
CCc1nc2c(c(SC)nn2-c2ccccc2)c(N)c1C(=O)OC,4,0,-6%,1%,6%,18%,16%,-18,-19,-2%
O=C(Cc1n[nH]c(=O)c2ccccc12)Nc1ccc(-c2nnc3n2CCCCC3)cc1,1,5,-12%,-1%,-4%,7%,-1%,2,9,1%
CCCn1nnc(NC(=O)COc2ccc(CC)cc2)n1,3,10,5%[46.1 µM],-5%,34%,19%,2%,-1,5,1%
CCOC(=O)c1c(C)oc2c1c(CN1CCN(CCO)CC1)c(O)c1ccccc12,-25,-22,0%,-6%,-4%,?,?,7,5,0%
CN(Cc1nc(-c2ccc(C(F)(F)F)cc2)no1)C1CCOCC1,0,-7,6%,-7%,-3%,1%,?,-8,-4,7%
Cc1ccc2nc(SCC(=O)Nc3ccc(Cl)cc3)nc(=O)n2c1,.,-13,0%,-7%,4%,.,-4%,-5,-6,.
O=C1[C@H]2[C@@H](/C=C/c3ccccc3)N3C(=O)CN(CC4CC4)C(=O)[C@@]3(Cc3ccccc3)[C@H]2C(=O)N1c1ccccc1,-2,1,4%,3%,2%,8%,-9%,1,-7,.
O=C(COC(=O)c1ccc(F)c(S(=O)(=O)N2CCOCC2)c1)NCc1ccccc1,.,7,-3%[46.1 µM],9%,6%,.,?,8,-8,.

Continued.
Compound,Coupling enz,TSHR antagonist,TCR activator,Tb PFK block,AT treatment,MLL CXXC-DNA inh,Chronic BCR inh,Giardia killer,hERG WT inh,GALK inh
O=C1C2CC=CCC2C(=O)N1CNc1ccccc1 (stereo not drawn),1,4,5%[46.1 µM],-5%,-2%,8%,-14%,7,-3,-4%
CC(=O)N/C(N)=N/c1nc(=O)c2ccccc2s1,0,4,3%,-1%,-1%,-3%,-8%,-15,-6,2%
COc1ccc(CCNC(=O)C(=O)NCC2CCCN2S(=O)(=O)c2ccc(OC)cc2)cc1 (stereo not drawn),.,6,0%,0%,-8%,.,-26%,-11,14,.
CCn1c(SC(C)C(=O)Nc2nccs2)nnc1-c1ccncc1 (stereo not drawn),.,6,9%,2%,0%,-4%,6%,-10,-8,-3%
CCCCN(CC)CCCNC(=O)c1cn(CC(C)C)c(=O)c2c1c1ccccc1n2C,-1,-4,5%,1%,25µM*,17%,0%,-3,5,0%
CCCC1(C(=O)O)NC(c2ccccc2O)C2C(=O)N(c3cccc(Cl)c3)C(=O)C21 (stereo not drawn),3,8,1%,2%,5%,-7%,?,0,-13,2%
Cc1ccc(-c2csc3nnc(SCC(=O)N4CCN(Cc5ccccc5)CC4)n23)cc1,-2,-18,2%,-2%,-2%,-13%,4%,29,1,0%
CC(=O)Nc1sc2c(c1CN1CCCC1)CCCC2,0,7,-1%,-6%,36%,-4%,3%,11,-1,-5%
C/C(=N\NC(=O)C1(C)CC1(Br)Br)c1cccc(NC(=O)C2CCC2)c1 (stereo not drawn),-1,-2,-2%[46.1 µM],0%,2%,-4%,-1%,-8,1,1%
COc1ccc(CN2CCN(CCSc3ccc(C)cc3)CC2)c(OC)c1OC,0,-11,.,-7%,-2%,0%,-5%,-4,52,4%
CCC(=O)Nc1nc2n(n1)C(c1ccc(OC)cc1)C=C(c1ccccc1)N2 (stereo not drawn),-17,-7,.,-4%,-4%,47%[activator],?,.,.,0%
CC1CC(C)CN(C(=O)COC(=O)CN2C(=O)c3ccccc3C2=O)C1 (stereo not drawn),.,-2,-3%[46.1 µM],-4%,3%,.,4%,-1,0,.
CN(C)S(=O)(=O)c1cc(NC(=O)Cn2ccsc2=N)ccc1Cl,-2,-1,-9%,4%,-4%,0%,-10%,13,29,1%
COc1ccc(CCNC(=O)COc2coc(CN3c4ccccc4CC3C)cc2=O)cc1OC (stereo not drawn),.,-24,7%,16%,1%,.,-3%,-7,-2,.
COc1ccccc1N1CCN(C(=O)CSc2ccccc2)CC1,5,10,-7%,-2%,-4%,0%,?,-6,-19,-1%

Later entries.
Compound,Coupling enz,TSHR antagonist,TCR activator,Tb PFK block,AT treatment,MLL CXXC-DNA inh,Chronic BCR inh,Giardia killer,hERG WT inh,GALK inh
C=CCN(c1ccc(C(N)=O)cc1)S(C)(=O)=O,0,7,-4%,13%,-1%,-3%,0%,-13,2,0%
CCOn1c(=O)c(-c2ccc(Cl)cc2)[n+]([O-])c2ccccc21,0,16,.,2%,11%,30%,9%,2,-9,0%
CCc1ccc(NS(=O)(=O)c2ccc3[nH]c(=O)[nH]c3c2)cc1,1,-3,-5%,0%,-5%,9%,-1%,-15,i,-1%
CCN(Cc1ccncc1)C(=S)Nc1c(C)cccc1C,3,-4,12%[46.1 µM],1%,0%,-4%,-3%,-4,-19,0%
COc1ccc(OC)c(CN2CCN(S(=O)(=O)c3ccc(NC(C)=O)cc3)CC2)c1,2,5,-4%,0%,-4%,11%,-17%,-25,31,0%
COc1ccc(CN2CC(C(=O)N3CCOCC3)CC2=O)cc1 (stereo not drawn),-3,-11,4%,-3%,.,-2%,16%,-18,-7,0%
CCCCCCOc1ccc(/C=N/NC(=O)C2CC2)cc1,.,6,0%,2%,19%,-14%,0%,-2,-2,-5%
Cc1ccc(S(=O)(=O)Oc2cccc(/C=N/n3cnnc3)c2)cc1,-21,-8,4%[46.1 µM],-2%,1%,3%,-2%,17,3,2%
CC(=O)Nc1ccc(Br)c2ccccc12,1,-3,-5%,-10%,-2%,3%,1%,-24,-2,-2%
NC(=O)C1CCN(c2ccc(C(F)(F)F)cn2)CC1,2,-1,-1%,-3%,7%,0%,3%,-6,15,0%
Cc1ccc(-c2cc(-c3ccccc3)[nH]c(=S)c2C#N)cc1,2,-8,-27%,-3%,-8%,1%,?,-1,-15,-2%
CCc1nc2sc3c(c2c(=O)n1CCO)CCC3,0,10,-4%,-2%,-1%,-4%,-12%,5,-10,-2%
Cc1ccc(NC(=O)Cn2ncn3c(cc4ccccc43)c2=O)c(C)c1,4,9,-5%,0%,2%,0%,11%,0,-6,4%
COc1ccc(Cn2cnc3c4cc(F)ccc4n(C)c3c2=O)cc1,-2,-2,-4%,1%,0%,0%,-9%,-2,-6,-2%
O=C(c1ccc(F)cc1)N1CCCCC(Sc2nnc3ccccn23)C1=O (stereo not drawn),1,.,.,.,.,-2%,.,17,-5,6%

More results.
Compound,Coupling enz,TSHR antagonist,TCR activator,Tb PFK block,AT treatment,MLL CXXC-DNA inh,Chronic BCR inh,Giardia killer,hERG WT inh,GALK inh
COCCNC(=O)C(=O)NCC1OCCN1S(=O)(=O)c1ccc2c(c1)OCCO2 (stereo not drawn),3,5,0%,0%,14%,-13%,5%,3,-8,1%
CCn1c(NC)cc(=O)n(C)c1=O,-2,11,0%[46.1 µM],-1%,-1%,-1%,4%,-7,-14,-2%
Cc1ccc(/C=N/N=C2/NC(=O)C(CC(=O)Nc3ccc(Cl)cc3)S2)o1 (stereo not drawn),1,-11,0%[46.1 µM],-2%,3%,20%,2%,19,-6,1%
N#CCCCSc1ncccc1-c1nc2ccccc2[nH]1,1,1,0%,2%,0%,3%,?,0,8,0%
CC(Sc1nc(C(F)(F)F)nc2ccccc12)C(=O)NC1CCCC1 (stereo not drawn),.,7,4%,1%,4%,.,3%,-22,-2,.
COc1ccccc1N1CCN(C(=O)c2ccc3c(=O)n4c(nc3c2)CCCCC4)CC1,.,15,1%,0%,1%,.,2%,7,1,.
COCCCN(C(=S)Nc1ccc(OC)cc1)C(C)c1ccncc1 (stereo not drawn),0,-12,-7%,-1%,4%,8%,1%,-10,19,0%
